RECQ1 helicase: blocks DNA unwinding by human RECQ1; RECQ1 DNA unwinding, red fluorescence kinetic read; P46063; AID 2549; Potency, µM (series often up to 57.3 µM), without a hit: at the top dose activity, negative = inhibition, actives largely listed as inhibitors; 0.54% of 240,000 active;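 also: plate controls were vehicle for no effect and no enzyme for full effect; nearly all actives have a fitted effect of over 30% in size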
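RECQ1T1 50 nM; forked duplex (20 bp + 30-nt ss tails) 200 nM, ATP 2 mM final; pH 8.0, 2 mM MgCl2, 2.5 ug/ml poly(dI-dC); 15 min compound preincubation; discontinuous kinetic read over 2 h at RT.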
GAA spleen mod: inhibitors or activators of human alpha-glucosidase in spleen homogenate; human spleen homogenate, 4-MU-alpha-glucoside fluorescence; Potency, µM (titrated, usually from 79.9 µM), for inactives: at the highest dose activity change, negative = inhibition, actives largely listed as inhibitors; 0.006% of 240,000 active; AID 2112;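 also: 0% = enzyme with vehicle and -100% = no enzyme basal signal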
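Human spleen homogenate (1 ug) incubated with compounds and 1 mM 4-methylumbelliferyl-alpha-D-glucopyranoside in pH 5.0 citrate/phosphate buffer, 37 C, 40 min. Stopped at pH 10; 4-MU fluorescence (Ex 365/Em 440 nm); AC50 by Hill fit.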
GAA glycogen mod: inhibitors or activators of human alpha-glucosidase glycogen cleavage | 0.38% of 300,000 active | AID 2100 | recombinant GAA, glycogen substrate, Amplex Red glucose oxidase fluorescence | P10253 | Potency, µM (doses to about 76.4 µM), for the others: at the highest dose activity change, negative = inhibition, actives largely listed as inhibitors;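 also: 0% = full enzyme reaction and -100% = no-enzyme basal signal; the screen sought inhibitors and activators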
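Recombinant human alpha-glucosidase (4 nM final) hydrolysed bovine liver glycogen (30 ug) for 40 min at 37 C in pH 5.0 citrate/phosphate with 0.01% Tween-20. Released glucose detected by glucose oxidase/Amplex Red, Ex 573/Em 610 nm. Compounds up to 77 uM; AC50 from Hill fits.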
L3MBTL1 inh: blocks human L3MBTL1; Q9Y468; AlphaScreen L3MBTL1–H3K9me1 peptide binding; Potency, µM (series often up to 57.1 µM), for inactives: at the top dose activity, negative = inhibition, most hits filed as inhibitors; 0.66% of 230,000 active; also: nearly all actives have a fitted effect of over 60% in size
Target sequence (Q9Y468 whole entry, looked up): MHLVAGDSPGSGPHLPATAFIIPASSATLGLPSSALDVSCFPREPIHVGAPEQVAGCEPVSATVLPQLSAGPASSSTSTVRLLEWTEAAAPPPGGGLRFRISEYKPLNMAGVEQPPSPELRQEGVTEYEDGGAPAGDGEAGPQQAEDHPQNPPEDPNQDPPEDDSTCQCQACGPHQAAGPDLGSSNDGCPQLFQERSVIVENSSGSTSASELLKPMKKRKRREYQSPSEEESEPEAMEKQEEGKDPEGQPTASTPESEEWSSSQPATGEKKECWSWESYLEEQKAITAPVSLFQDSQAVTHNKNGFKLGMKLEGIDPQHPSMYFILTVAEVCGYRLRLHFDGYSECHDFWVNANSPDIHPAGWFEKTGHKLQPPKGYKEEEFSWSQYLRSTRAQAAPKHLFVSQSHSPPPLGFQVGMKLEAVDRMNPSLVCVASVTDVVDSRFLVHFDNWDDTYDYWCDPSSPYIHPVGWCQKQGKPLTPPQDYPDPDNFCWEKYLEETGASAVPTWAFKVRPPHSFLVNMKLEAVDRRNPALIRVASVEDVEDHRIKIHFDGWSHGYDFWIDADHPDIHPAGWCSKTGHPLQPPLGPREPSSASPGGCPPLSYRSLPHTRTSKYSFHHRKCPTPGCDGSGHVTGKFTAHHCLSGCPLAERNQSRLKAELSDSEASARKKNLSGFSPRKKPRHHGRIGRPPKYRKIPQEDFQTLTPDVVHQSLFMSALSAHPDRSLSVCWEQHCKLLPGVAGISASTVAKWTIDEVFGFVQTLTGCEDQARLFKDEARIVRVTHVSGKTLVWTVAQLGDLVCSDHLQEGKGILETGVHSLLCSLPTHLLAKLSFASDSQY
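Displacement of a biotinylated histone H3(1-15) peptide monomethylated at Lys9 (75 nM) from L3MBTL1 (50 nM) was measured by AlphaScreen after a 30 min room-temperature compound incubation; cefsulodin titration served as intraplate control.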
GAA inh: alpha-glucosidase (human) inhibition; purified human GAA, 4-MU-alpha-glucoside fluorescence; Potency, µM (titrated, usually from 76.9 µM), without a hit: top-dose activity change, negative = inhibition, most hits filed as inhibitors; 0.005% of 200,000 active;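 also: plate controls were uninhibited enzyme wells for no effect and no-enzyme background for full effect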
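Fluorescence at Ex 365/Em 440 nm from 4-methylumbelliferone reported enzyme activity after 20 min at room temperature. Reactions used 4 nM enzyme and 400 uM substrate at pH 5.0; curves fitted with the Hill equation.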
GoLoco inh red: blocks human Gai1 binding to RGS12 GoLoco peptide, red readout. P63096. Gai1:RGS12 GoLoco peptide FP, rhodamine, 10 min. Potency, µM (doses to about 61.6 µM), for the others: at the top dose activity, negative = inhibition, hits mostly inhibitors. 0.44% of 230,000 active. AID 880; active = well fitted inhibition curve with a large enough effect, not every such curve was filed as active; inactive = no such curve, though single readings can be large or run the other way; also: nearly all actives have a fitted effect of over 30% in size; many of its hits are not listed in these tables
TRb-SRC2 inh: inhibitors of human thyroid hormone receptor beta-SRC2 interaction; TRbeta-SRC2 peptide binding, fluorescence polarization; receptor liganded with 1 µM T3; Potency, µM (series often up to 106 µM), without a hit: at the top dose activity change, negative = inhibition, usual class: inhibitors; 0.065% of 280,000 active; AID 1469;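 also: plate controls were bound peptide for no effect and peptide without receptor for full effect; nearly all actives have a fitted effect of over 50% in size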
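Polarization signal, normalized between peptide-alone and full complex controls, measured compound effects on T3-liganded human TRb LBD (0.6 uM) binding 20 nM Texas Red SRC2 peptide after 5 hr.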
TexasRed fluor: alters Texas Red total fluorescence, flagging assay interference | TRb/SRC2 Texas Red total fluorescence interference | Potency, µM (top dose mostly 106 µM), for inactives: at the highest dose fluorescence change, negative = quenching | 0.29% of 280,000 active | AID 1479; active = well fitted curve in either direction with a large enough effect; inconclusive = small, poorly fitted or top-dose-only effect
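Flags fluorescent or light-absorbing compounds by total fluorescence, S + 2P, at 555 nm excitation and 632 nm emission. Mixture: 20 nM Texas Red SRC2 peptide, 0.6 uM human TRb LBD, 1 uM T3, 5% DMSO; compound exposure 5 h at ambient temperature.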
* marks the source's active call; other numbers are inactive results; i = inactive; u = inconclusive; x = not tested or not shown; [ ] = another dose, or the depositor's remark. Unless noted, calls follow the shape of the dose curve; as a rule, active = well fitted curve in the direction sought with a large enough effect; inconclusive = small, poorly fitted or top-dose-only effect, or another doubt; inactive = no such curve, though single readings can be large; an effect the other way counts as inactive or inconclusive. Unless noted, % is scaled to controls: 0 for no effect and ±100 for the full control effect; potency is read from the fitted curve at half-maximal effect.

| SMILES | GAA glycogen mod | TexasRed fluor | RECQ1 helicase | GAA spleen mod | L3MBTL1 inh | GAA inh | TRb-SRC2 inh | GoLoco inh red |
| --- | --- | --- | --- | --- | --- | --- | --- | --- |
| O=C1c2oc3ccc(Br)cc3c(=O)c2C(c2cccnc2)N1Cc1ccco1 (stereo not drawn) | 12% | 0% | -7% | -2% | -1% | -8% | -13% | -8% |
| CSc1ccc(NC(=O)N2CC(C)OC(C)C2)cc1 (stereo not drawn) | 3% | -3% | -9% | 2% | -6% | -12% | 0% | 5% |
| Cc1nn(Cc2c(F)c(F)c(F)c(F)c2F)c(C)c1NC(=O)c1cccc(COc2ccc(Cl)cc2)c1 | -3% | 1% | -2% | 0% | 1% | -10% | 5% | 0% |
| O=C(NCC1CCCO1)C(Cc1ccccc1)N1C(=O)C2C3C=CC(C4CC34)C2C1=O (stereo not drawn) | 16% | -6% | i | 7% | -4%[11.4 µM] | 4% | 2% | 18% |
| Cc1ccc(C)c(Cc2c(C)nc(C)[nH]c2=O)c1 | 6% | -2% | -2% | -4% | 1% | u | -2% | 1% |
| N#Cc1cccc(CS(=O)(=O)c2nc3ccccc3s2)c1 | x | 0% | 0% | 2% | x | x | -6% | -1% |
| Cc1c(C(=O)Nc2ccc(N3CCOCC3)cc2)cccc1[N+](=O)[O-] | 8% | -1% | 17% | 3% | 6% | -10% | -2% | 9% |
| CC(=O)Oc1cccc(/C=c2\sc3nc(-c4ccco4)nn3c2=O)c1 | -4% | -4% | -20% | 5% | u | -4% | 0% | 41%[activator] |
| COC(=O)c1ccc(C(C(=O)NCc2ccccc2)N(Cc2ccco2)C(=O)c2cnccn2)cc1 (stereo not drawn) | 1% | -1% | -2% | -7% | 1% | 5% | -10% | -5% |
| COc1cccc(N2CCN(C(=O)c3ccc4nc(N5CCCCC5)sc4c3)CC2)c1 | 3% | 0% | -8% | -6% | x | -5% | -20% | -9% |
| Cc1nn(C)cc1/C=C1\SC(=S)NC1=O | 8% | -2% | i | -6% | x | -9% | -19% | -16% |
| CCOC(=O)c1ccc(NC(=O)c2nn(CC)cc2Br)cc1 | 0% | 1% | -4% | -6% | -5%[11.4 µM] | 1% | 5% | 5% |
| CC1(C)CC(=O)c2cnc(NC(=O)CCc3ccccc3)nc2C1 | 3% | -2% | -1% | 2% | x | -5% | -8% | -7% |
| CCC(NC(=O)c1ccccc1NC(=O)c1ccc(OC)cc1)C(=O)N1CCCC1 (stereo not drawn) | 3% | -3% | -9% | 0% | -5% | -3% | -5% | -1% |
| O=C(NNC(=S)Nc1ccccc1)C1CC1 | u | 0% | 3% | -5% | 2% | 6% | 4% | -5% |
| COC(=O)c1cc(-c2ccc(S(=O)(=O)N3CCCC(C)C3)cc2)c(C(F)(F)F)s1 (stereo not drawn) | 2% | -2% | 5% | -13% | 11% | x | 0% | 3% |
| COc1ccc(C(CCc2ccc(C)o2)NC(=O)Nc2ccc(OC)cc2OC)cc1 (stereo not drawn) | 1% | -5% | -27% | -11% | -12% | -15% | 1% | 10% |
| O=C(NC(=S)N1CCCCC1)c1cccnc1 | -5% | 2% | 8% | 5% | x | -17%[15.4 µM] | 0% | 14% |
| O=S(=O)(NCc1ccccc1)c1cccs1 | -7% | 1% | -10% | 2% | x | 0% | 6% | 3% |
| COc1ccc(/C=N/NC(=O)c2ccc(Br)cc2)c(OC)c1 | -1% | -4% | -6% | x | -17% | -4% | -6% | 84%[activator] |
| C[C@@H]1C(=O)O[C@H]2[C@@H](O)[C@@]34[C@H]5CC(C(C)(C)C)[C@]36[C@@H](OC(=O)[C@@H]6O)O[C@@]4(C(=O)O5)[C@@]12O (stereo partly drawn) | x | 0% | -3% | 11% | x | x | -4% | 3% |
| Cc1nc2cccnc2nc1C | -5% | -5% | i | 0% | x | x | 3% | 0% |
| O=C(O)c1cc2nc3c(c(C(F)(F)F)n2n1)CCCC3 | 5% | -2% | i | -2% | 3% | -3% | -3% | 18% |
| Cc1occc1C(=O)NNC(=O)Nc1ccc([N+](=O)[O-])cc1 | 3% | 3% | -12% | 0% | x | -6% | -1% | -6% |
| CCC1(C)NC(=O)N(CC(=O)Nc2sc3c(c2C(N)=O)CCC3)C1=O (stereo not drawn) | -13% | -7% | -27% | -12% | u | 6% | -4% | 33%[activator] |

Profiles from above. Values in the order: GAA glycogen mod	TexasRed fluor	RECQ1 helicase	GAA spleen mod	L3MBTL1 inh	GAA inh	TRb-SRC2 inh	GoLoco inh red
Entry for `COC(=O)c1ccc(C(C(=O)NCc2ccccc2)N(Cc2ccco2)C(=O)c2cnccn2)cc1` (stereo not drawn) : 1%	-1%	-2%	-7%	1%	5%	-10%	-5%
Entry for `COc1cccc(N2CCN(C(=O)c3ccc4nc(N5CCCCC5)sc4c3)CC2)c1` : 3%	0%	-8%	-6%	x	-5%	-20%	-9%
Entry for `CCC(NC(=O)c1ccccc1NC(=O)c1ccc(OC)cc1)C(=O)N1CCCC1` (stereo not drawn) : 3%	-3%	-9%	0%	-5%	-3%	-5%	-1%
Entry for `Cc1nc2cccnc2nc1C` : -5%	-5%	i	0%	x	x	3%	0%

The main list resumes; the two compounds before the break are reprinted first.
| SMILES | GAA glycogen mod | TexasRed fluor | RECQ1 helicase | GAA spleen mod | L3MBTL1 inh | GAA inh | TRb-SRC2 inh | GoLoco inh red |
| --- | --- | --- | --- | --- | --- | --- | --- | --- |
| Cc1occc1C(=O)NNC(=O)Nc1ccc([N+](=O)[O-])cc1 | 3% | 3% | -12% | 0% | x | -6% | -1% | -6% |
| CCC1(C)NC(=O)N(CC(=O)Nc2sc3c(c2C(N)=O)CCC3)C1=O (stereo not drawn) | -13% | -7% | -27% | -12% | u | 6% | -4% | 33%[activator] |
| CCC(C)NC(=O)c1ccccc1NC(=O)CN(c1ccc(OC)cc1)S(C)(=O)=O (stereo not drawn) | 5% | -3% | -7% | 2% | x | -6% | -10% | 6% |
| COc1ccc(NS(=O)(=O)c2ccc(O)c(NC(=O)c3cc4c(C)nn(-c5ccc(F)cc5)c4s3)c2)cc1 | -4% | u | u | -7% | -15% | u | u | 1% |
| O=C(/C=C/Nc1cccc(O)c1)c1ccccc1 | 0% | -4% | -12% | -5% | -3% | -5% | 7% | 14% |
| CN(C)C(=O)COC(=O)c1ccccc1Sc1ccccc1C#N | 3% | 0% | -13% | -14% | 4% | u | -3% | 8% |
| O=C(c1cccs1)N1CCC(Cc2ccccc2)CC1 | -1% | -1% | i | -1% | 19% | -9% | -9% | 7% |
| Cc1cc(C)n(CCNC(=O)c2cc(COc3c(F)cccc3F)on2)n1 | u | 1% | 22% | 2% | 9% | 4% | 2% | 12% |
| CCCC(=O)NNc1c2ccccc2nc2ccccc12 | u | -4% | -5% | 15% | 0% | 9% | 16% | 3% |
| COCCn1c(SCC(=O)Nc2ccc3c(c2)OCCO3)nnc1-c1c[nH]c2ccccc12 | 10% | -2% | -9% | -2% | -4% | 2% | -4% | -2% |
| O=C(CCCCn1c(=S)[nH]c2ccsc2c1=O)NCc1ccco1 | -6% | -4% | -5% | 1% | -5% | -10% | -1% | -3% |
| C=CCNc1nc(C(=O)OCC)nc2ccccc12 | -6% | 0% | -5% | 2% | x | -4% | 3% | -7% |
| S=C(Nc1ccccc1)N1N=CCC1c1ccccc1 (stereo not drawn) | 0% | 1% | 11% | -1% | x | 3% | 7% | 8% |
| COc1cccc(-c2nc(SCC(=O)Nc3nc(-c4ccccc4)c(C)s3)[nH]c(=O)c2C#N)c1 | 13% | -2%[53 µM] | 17% | 3% | -26% | x | 9%[53 µM] | 23% |
| COc1cc(C2NCC(c3ccc(Cl)cc3Cl)c3c2[nH]c2ccccc32)cc(OC)c1OC (stereo not drawn) | 7% | 0% | u | 6% | -19% | -1% | -2% | -3% |
| COc1ccccc1Nc1ncc(C(=O)N2CCC(C(N)=O)CC2)c2ccccc12 | 1% | -1% | -3% | -16% | 18% | 0% | -11% | 4% |
| Cc1ccc(S(=O)(=O)Nc2nc3ccccc3nc2NCC2CCCO2)cc1 (stereo not drawn) | 0% | -4% | -3% | 5% | 6% | x | 5% | 3% |
| O=C(CCCCC(=O)NCc1cccs1)NCc1cccs1 | 6% | 0% | 0% | -7% | 3% | -2% | -15% | 1% |
| N#C/C(=C\c1ccc(-c2ccccc2Cl)o1)C(=O)Nc1nc2ccccc2s1 | 10% | -1% | -9% | -6% | 0% | u | -2% | 10% |
| COc1cc(NC(=O)c2ccc(Cl)cc2Cl)ccc1-c1cc2ccccc2oc1=O | 9% | -2% | -4% | -6% | 0% | -10% | 4% | -8% |
| CC(O)COC(C)(C)C (stereo not drawn) | x | 0% | 11% | 9% | x | x | 0% | -2% |
| Cc1ccc(S(=O)(=O)Nn2cnnc2)cc1 | 5% | -4% | i | 0% | x | x | -3% | 9% |
| O=C(NCc1ccc2c(c1)OCO2)C(=O)NC1CCCCC1 | -7% | -5% | -5% | 0% | x | -5% | -2% | -6% |
| CC1CCN(c2nc(-c3cccnc3)nc3scc(-c4ccccc4)c23)CC1 | 17% | 1% | -3% | -9% | 4% | -5% | -2% | 17% |
| COc1ccc(CNC(=O)C(CCSC)NC(=O)c2ccco2)cc1 (stereo not drawn) | -12% | 1% | -1% | -2% | x | 9% | 8% | -12% |
| Cc1nn2c(NCCOCCO)c3c(nc2c1-c1ccccc1)CCC3 | 3% | -1% | 3% | 0% | -11% | x | 1% | 12% |

2 entries drawn at random from those above:
| SMILES | GAA glycogen mod | TexasRed fluor | RECQ1 helicase | GAA spleen mod | L3MBTL1 inh | GAA inh | TRb-SRC2 inh | GoLoco inh red |
| --- | --- | --- | --- | --- | --- | --- | --- | --- |
| O=C(NCc1ccc2c(c1)OCO2)C(=O)NC1CCCCC1 | -7% | -5% | -5% | 0% | x | -5% | -2% | -6% |
| COc1cc(C2NCC(c3ccc(Cl)cc3Cl)c3c2[nH]c2ccccc32)cc(OC)c1OC (stereo not drawn) | 7% | 0% | u | 6% | -19% | -1% | -2% | -3% |

The list is partial, so the mix of outcomes need not match the whole.
